HSP90 refold inh: blocks HSP90-mediated luciferase refolding in reticulocyte lysate; Rabbit reticulocyte lysate, luciferase refolding luminescence, 3 h; inhibition, % at 5.6 µM; 0.91% of 290,000 active;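 active = inhibition above the screen-wide mean plus 3 SD, computed separately per campaign, cut at about 16% in these data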;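 note: 0% = DMSO wells and 100% = 60 µM geldanamycin wells; inhibitors lower the luminescence because luciferase stays unfolded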
PolyA inh: inhibitors of polyadenylation in S. cerevisiae | S. cerevisiae SKY197-pL101 polyadenylation reporter, beta-gal luminescence; efflux-impaired pdr1/pdr3 knockout yeast; score 100 = 6 SD above DMSO | calls only at 12 µM | 0.02% of 300,000 active;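 active = lowest replicate activity score at least 50, where 100 means six control SD above control mean; inconclusive = lowest score under 50 but half or more replicates reach 50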;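 note: yeast exposed to compound for 9 h at 30 °C; higher score means more reporter readthrough which indicates perturbed polyadenylation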
KLF5 inh: suppresses KLF5 promoter-driven expression | AID 1700 | inhibition, % at 5 µM | DLD-1 KLF5 promoter-luciferase reporter, luminescence | 0.23% of 290,000 active;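 active = inhibition above a per-plate limit of that plate's mean compound inhibition plus 3 SD, cut at about 60% in these data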;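 note: 0% = DMSO wells and 100% = LY294002 at 200 µM; higher means less KLF5 promoter-driven luciferase light; inactives centre near -14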
aSyn UTR inh: MLPCN primary screen, SNCA 5' untranslated region; alpha-synuclein 5'UTR reporter, inhibitor activity; inhibition, % (tested at 7.5 µM); 0.82% of 300,000 active; in the data active = inhibition above about 60%; inconclusive = no clear call, values can overlap the other calls;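 note: H4 neuroglioblastoma cells stably carrying SNCA 5'UTR luciferase fusion; 0% = DMSO wells and 100% = positive control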
GSK3A inh: human GSK-3 alpha kinase inhibition. ADP-Glo luminescence, 60 min. inhibition, % at 10 µM. 0.1% of 320,000 active;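 in the data active = inhibition above about 50%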;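 note: GST-tagged GSK-3 alpha with peptide substrate and 25 µM ATP; 0% = DMSO neutral wells and 100% = GW8510 positive control wells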
Target sequence (P49840 whole entry, looked up): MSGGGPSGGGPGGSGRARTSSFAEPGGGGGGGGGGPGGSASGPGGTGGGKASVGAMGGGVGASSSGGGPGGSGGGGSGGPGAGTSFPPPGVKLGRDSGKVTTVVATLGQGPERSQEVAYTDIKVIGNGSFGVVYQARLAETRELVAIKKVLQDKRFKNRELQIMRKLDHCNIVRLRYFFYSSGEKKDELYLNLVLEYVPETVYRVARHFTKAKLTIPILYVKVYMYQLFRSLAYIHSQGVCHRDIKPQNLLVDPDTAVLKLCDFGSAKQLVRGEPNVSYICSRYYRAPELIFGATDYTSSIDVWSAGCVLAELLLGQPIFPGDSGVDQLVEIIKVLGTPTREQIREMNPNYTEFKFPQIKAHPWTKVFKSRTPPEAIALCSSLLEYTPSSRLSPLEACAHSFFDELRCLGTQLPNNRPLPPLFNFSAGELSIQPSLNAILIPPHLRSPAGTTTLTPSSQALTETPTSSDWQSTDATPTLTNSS
GSK3beta inhib: blocks human GSK3beta kinase activity. P49841. GST-GSK3beta kinase, ADP-Glo luminescence, 60 min; stronger effect = lower value. activity score (negative = inhibition), % at 10 µM. 0.038% of 300,000 active. AID 2097;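 active = more than half of replicate wells score below -50%, meaning over 50% inhibition versus plate controls; inconclusive = some replicates but at most half score below -50%; inactive = no replicate scores below -50%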;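 note: 0% = median DMSO wells and -100% = median GW8510 positive control wells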
Target sequence (P49841 whole entry, looked up): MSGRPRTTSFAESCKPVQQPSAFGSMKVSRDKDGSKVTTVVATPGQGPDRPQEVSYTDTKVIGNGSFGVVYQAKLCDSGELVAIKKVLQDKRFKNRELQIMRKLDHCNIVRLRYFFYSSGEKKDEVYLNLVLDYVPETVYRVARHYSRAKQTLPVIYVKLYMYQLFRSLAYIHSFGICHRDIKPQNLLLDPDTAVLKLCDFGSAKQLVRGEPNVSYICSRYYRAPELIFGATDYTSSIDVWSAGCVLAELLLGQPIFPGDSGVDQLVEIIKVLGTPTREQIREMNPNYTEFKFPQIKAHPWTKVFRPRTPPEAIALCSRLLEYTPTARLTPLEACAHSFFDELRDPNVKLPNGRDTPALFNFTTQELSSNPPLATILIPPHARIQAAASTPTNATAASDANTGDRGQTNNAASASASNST
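Test system: GST-tagged human GSK3beta kinase, cell-free; evaluation: activity score scaled between in-plate DMSO and GW8510 controls; measured by: ADP-Glo luminescence; incubation: 60 min reaction, RT; benchmarks: DMSO and 20 µM GW8510; reagent: peptide substrate plus 25 µM ATP (final); medium: Tris/MgCl2 kinase buffer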
IEC-6 cytotox: IEC-6 cytotoxicity, counter-screen for KLF5 inhibitors; inhibition, % at 5 µM; luminescence viability; 0.78% of 290,000 active; AID 1825; in the data active = inhibition above about 22%;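 note: 0% = plate median of test compound wells and 100% = cytotoxic reference compound wells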
AI-2 QS mod: modulators of Vibrio harveyi AI-2 quorum sensing system; Vibrio harveyi JMH597 AI-2 luminescence/OD600 ratio, 9 h; stronger effect = lower value; strain lacks LuxN and CqsS sensors; 0 = neutral-control median; activity change, % at 7.5 µM; 0.4% of 300,000 active; in the data active = activity change below about -75%, passing the limit was not always enough; inconclusive = no clear call, values can overlap the other calls;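 note: luminescence divided by OD600 gain over 9 h not by final OD600 alone; inactives centre near 13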
HSF-1 act: increases HSF-1 driven luciferase reporter signal | NIH3T3-HGL HSF-1 luciferase reporter, MG132, 8 h; 100% = twice DMSO control signal | activation, % at 9 µM | 1.7% of 300,000 active;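 active = mean replicate activation of at least 50% with a set share of replicates each reaching 50%; inconclusive = only one of those two conditions met; inactive = mean below 50% and too few replicates reaching it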;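 note: 0% = median of the neutral control wells and 100% = twice that signal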
HSF1 inh: HSF1 inhibition | activity change, negative = inhibition, % at 7.5 µM (by protocol) | NIH3T3-HGL HSE-luciferase, MG132-induced, luminescence 8 h; stronger effect = lower value | 0.77% of 300,000 active;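 active = more than half of replicate wells show activity change below -50%, luminescence cut by over half; inconclusive = some wells, but at most half, below -50%; inactive = no replicate well below -50%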;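 note: luciferase reports HSF-1 transcriptional activity via heat shock element; 0% = median of DMSO wells and -100% = zero luminescence signal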
* hit, by the source's call; i = inactive; ? = inconclusive; nt = no result given.

Value order: HSP90 refold inh	PolyA inh	KLF5 inh	aSyn UTR inh	GSK3A inh	GSK3beta inhib	IEC-6 cytotox	AI-2 QS mod	HSF-1 act	HSF1 inh
1) COC(=O)CN1C(=S)N(c2ccc(OC)cc2)C(=O)/C1=C/c1cccs1
→ 1	i	-9	9	1	2	-2	-10	-3	-9
2) Cc1ccc(-c2n[nH]c(=O)c3ccccc23)c(C)c1
→ -1	i	-12	15	-2	3	4	21	-2	0
3) CCN(c1ccccc1)S(=O)(=O)c1ccc(NC(=S)NC(=O)c2cccs2)cc1
→ 2	i	-2	-11	-1	2	-1	27	4	-3
4) COCC(=O)N1CCC(Oc2ccc(C(=O)N(C)CCCC3CCCC3)cc2)CC1
→ -2	nt	-19	4	0	2	1	24	-1	-8
5) O=C(NCc1ccc2c(c1)OCO2)c1cccc(S(=O)(=O)N2CCOCC2)c1
→ 0	i	-8	9	2	-3	-1	8	-7	5
6) CCOc1ccc(Cc2nc(N)nc(N)n2)cc1
→ 0	i	-18	6	-1	-16	-6	17	-5	-12
7) CCCCn1c(N)c(N(CCOC)C(=O)CSc2nnc(-c3ccncc3)n2CCC)c(=O)[nH]c1=O
→ nt	i	nt	4	-1	7	nt	14	-4	-5
8) Cc1nsc(Nc2ccccc2)c1C#N
→ 0	i	-16	-21	-1	-5	-2	22	-17	-13
9) O=c1c2ccccc2[nH]c(=S)n1CCN1CCc2ccccc2C1
→ 0	nt	-6	-1	-2	-2	-2	18	2	10
10) Cc1cc(=O)oc2cc(N3C(=O)CC(Cc4ccccc4)C3=O)ccc12 (stereo unspecified)
→ 5	i	-1	-6	0	0	5	39	8	-5
11) C1CCc2c(nc3nnnn3c2NC2CCCC2)C1
→ 3	i	13	6	nt	3	11	21	6	4
12) COc1ccc(/C=N/NC(=S)Nc2ccccc2[N+](=O)[O-])cc1O
→ 51*	i	-66	-131	1	-4	7	8	-9	-3
13) Clc1ccc(Cl)c(-c2nn3c(COc4ccccc4)nnc3s2)c1
→ 1	i	-12	-1	-2	1	4	8	2	4
14) O=C(NCCCc1ccc(F)cc1)C1CCC(=O)N(CCN2CCOCC2)C1 (stereo unspecified)
→ 2	i	-24	5	-1	2	2	10	-7	0
15) Cc1ccc(S(=O)(=O)NCc2ccccc2)cc1C(=O)N1CCCCC1
→ 1	i	-31	6	8	1	-5	6	3	-5
16) N#CCC(=O)N/N=C/c1cn(Cc2ccccc2C#N)c2ccccc12
→ 4	i	-25	14	-2	0	-2	-2	9	-2
17) CC(C)(C)OC(=O)CNC(=O)c1nc[nH]c1C(=O)N1CCN(C(=O)OC(C)(C)C)CC1
→ -5	i	-17	23	-2	4	-4	9	18	-1
18) O=C(O)CSc1ncccc1C(=O)O
→ 0	i	-29	4	-1	0	-6	39	-3	-1
19) CC(C)(C)C(=O)N1CCc2cc(-c3csc(N)n3)ccc21
→ 57*	i	-12	66*	nt	-2	-2	2	-51	?
20) COc1cccc(NC(=O)CSc2nnc(CN3CCOCC3)n2C)c1
→ 0	nt	-8	22	2	1	-1	21	-4	-5
21) CCn1cc(C(=O)N2CCCC2)c(=O)c2cc(S(=O)(=O)N3CCOCC3)ccc21
→ 1	nt	-21	-9	-1	2	-2	15	nt	nt
22) CC(OC(=O)COc1ccccc1[N+](=O)[O-])C(=O)Nc1ccc(N2CCOCC2)cc1 (stereo unspecified)
→ 1	i	-30	-60	2	-3	-4	-12	-1	-9
23) CCc1nc(SCc2ccc(OCC(C)C)cc2)n[nH]1
→ -3	i	-76	-102	-3	5	6	8	20	16
24) Cc1cccc(N2CCN(C(=O)CCn3c(=S)[nH]c4cc5c(cc4c3=O)OCO5)CC2C)c1 (stereo unspecified)
→ -1	i	-33	26	nt	2	-4	16	17	-4
25) Cc1cc(C)cc(N(CCC#N)C(=O)CN2C(=O)NC3(CCCC3)C2=O)c1
→ 9	i	-39	6	-2	nt	-1	nt	-6	9
26) c1ccc(CNc2c3c(nc4ncnn24)CCC3)cc1
→ 4	i	-36	11	1	1	-1	18	-28	-11
27) Cc1ccc(-n2ncc3c(NCCCN4CCCC4=O)ncnc32)c(C)c1
→ -1	i	-10	-12	-1	3	-5	7	-6	3
28) CCC(C)NC(=O)c1[nH]c(C)c(C(=O)OC)c1C (stereo unspecified)
→ -1	i	-1	-16	0	2	2	16	8	-5
29) O=C(Cn1c(-c2cscn2)nc2ccccc21)Nc1cc(F)ccc1F
→ -1	i	-47	nt	-4	-1	5	12	nt	nt
30) CCOC(=O)CC(=O)CSc1nc(-c2cccnc2)cc(C)c1C#N
→ 0	i	-26	-12	nt	2	2	15	-10	9
31) CCOc1ccc(S(=O)(=O)c2cn(C)c3cc(OC)c(OC)cc3c2=O)cc1
→ 0	i	-18	20	-2	3	-6	21	3	4
32) Cc1ccc(Cl)cc1NC(=O)COC(=O)Cn1cnc2c1c(=O)n(C)c(=O)n2C
→ 3	i	2	1	-1	-11	-3	-2	-1	-8
33) CCc1cc2cccc(C)c2nc1SCC(=O)Nc1cc(C)on1
→ 1	i	-29	25	2	-1	3	29	39	18
34) Cc1ccc(-n2nnnc2SCC(=O)Nc2ccc3c(c2)COC3=O)cc1C
→ 7	i	-25	15	0	4	3	3	-5	2
35) O=C(NCCCN1CCOCC1)C(=O)NCCc1ccccc1
→ -2	i	-1	-2	-1	1	6	26	22	-3
36) COc1cccc(CNc2ccccc2O)c1OCc1ccccc1F
→ -1	i	-30	-5	1	-4	2	9	5	-2
37) CC(Sc1nnc(-c2cccnc2)n1N)C(=O)N1CCOCC1 (stereo unspecified)
→ nt	i	nt	2	1	3	nt	22	0	-1
38) CCOC(=O)C1CCN(c2cc3c(cc2NC(=O)c2ccccc2)n(C)c(=O)n3C)CC1
→ 5	i	6	17	0	0	-8	-8	5	-1
39) COc1ccc(S(=O)(=O)N2CCN(C3CCCC(C)C3)CC2)cc1 (stereo unspecified)
→ -3	i	-7	-22	-2	4	-1	1	-3	2
40) COc1cccc(NC(=O)Cc2c(C(=O)O)[nH]c3ccccc23)c1
→ -1	i	-4	12	-9	0	4	15	7	-1
41) CN(C)C(=O)Cn1c(SCC(=O)N2CCCc3ccccc32)nc2ccccc21
→ -2	i	9	-29	4	2	1	-9	8	-8
42) COc1ccccc1-c1nc(-c2ccc(C(=O)O)cc2)no1
→ nt	i	nt	-33	-1	0	nt	24	4	3
43) O=C1c2ccccc2C(=O)N1CC#CCN1CCN(C2CCCCC2)CC1
→ 3	i	-10	6	-2	-2	5	14	-15	1
44) O=C(CC(c1ccccc1)c1ccccc1)NCCOCc1ccccc1
→ -8	i	-22	18	-2	1	2	20	-4	-7
45) NS(=O)(=O)c1ccc(NCc2c(F)cccc2Cl)cc1
→ -1	i	-23	0	nt	-3	-4	7	-2	3
46) CCc1ccc(N2C(=O)C3ON(c4ccccc4)C(c4ccco4)C3C2=O)cc1 (stereo unspecified)
→ 4	i	7	4	3	1	-4	5	9	-8
47) O=C(O)c1cccc(Nc2c3ccccc3nc3ccccc23)c1
→ 7	i	0	-5	1	1	-6	25	25	13
48) COCCOC(=O)c1c(NC(=O)CSc2cccc[n+]2[O-])sc(C(N)=O)c1C
→ -7	i	-31	12	1	-1	-4	2	72*	34
49) CONC(=O)c1cc(OCC(F)(F)F)ccc1OCC(F)(F)F
→ -8	i	-34	-11	-5	-1	-7	28	-2	-3
50) CC(C)N(CC#CC(O)(c1ccccc1)c1ccccc1)CCO
→ 0	i	-27	-26	1	-2	3	-3	36	2
51) C=CCn1cc(C(=O)OC)c(=O)c2cc(S(=O)(=O)N3CCC(C)CC3)ccc21
→ 1	i	7	13	0	1	-8	26	-6	-3
52) CCOC(=O)CSc1nc(C)cc(C)c1C(N)=O
→ -2	i	-23	-24	1	0	2	39	-3	-8
53) COCc1[nH]nc2c1C(C1C=CCCC1)C(C#N)=C(N)O2 (stereo unspecified)
→ 0	i	15	-9	1	0	2	26	10	-2
54) O=C(CNC(=O)C1COc2ccccc2O1)N/N=C/c1ccc(O)cc1O (stereo unspecified)
→ 3	i	23	10	nt	-9	3	41	6	3
55) O=C(CSc1ccc(-c2ccccn2)nn1)Nc1ccc(F)c(F)c1
→ 0	nt	-44	5	-1	-7	7	1	39	31
56) Cc1sccc1/C=N/NC(=O)c1cccc2ccccc12
→ 0	i	-4	-40	-3	0	6	9	0	4
57) Cc1c(C)n(C)c2ccc(C(=O)NCCCN3CCCCC3)cc12
→ 4	i	-9	-23	1	17	-2	-4	-23	-1
58) Cc1[nH]c(=O)[nH]c(=O)c1S(=O)(=O)NCC12CC3CC(CC(C3)C1)C2
→ -4	i	-39	9	3	-3	-3	44	-13	-11
59) COCCCNC(=O)[C@H](Cc1c[nH]c2ccccc12)NC(=O)OCc1ccccc1
→ -2	i	-11	-11	0	0	-2	15	-2	-6
60) CC1(C)CC(=O)C=C(Nc2ccccc2C#N)C1
→ -2	i	-3	-3	-3	0	6	44	7	2
61) Cc1nn(CCC(=O)N2CCN(S(=O)(=O)c3ccccc3)CC2)c(C)c1C
→ 9	i	-6	4	0	nt	7	nt	11	0
62) COc1ccc(CNC(=O)CCNS(=O)(=O)c2cccc3nsnc23)cc1
→ -1	i	12	10	2	2	5	7	-1	-8
63) CNC(=O)N(O)C1N(/N=C/c2ccccc2O)C(=S)SC1(C)C (stereo unspecified)
→ 3	i	-20	5	-2	-4	2	11	-12	0

Screening results: PubChem BioAssay, several laboratories

These rows are one share of the data; count on the stated rates, not on these rows.
